Compound activity from PubChem BioAssay.
ASAP1 GAP inh – inhibitors of human ASAP1 ArfGAP activity, primary screen, biochemical, fluorescence polarization; Arf-GAP with SH3 domain, ANK repeat and PH domain-containing protein 1 (Homo sapiens), …; ASAP1-stimulated ARF1 GTP hydrolysis, GDP FP detection; inhibition, % at 16.5 µM; hit rate 0.19% among 360,000; in the data active = inhibition above about 25%;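 also: 0% = vehicle with enzyme and substrate and 100% = no enzyme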
NPR2 activator – human GC-B receptor activators, primary screen, HEK293 GC-B cells, cGMP TR-FRET, EC30 CNP; Atrial natriuretic peptide receptor 2 (Homo sapiens), P20594; 0% at EC30 CNP, 100% saturating CNP; activation, % at 10 µM; hit rate 0.11% among 370,000;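 active = activation at 10 µM reaching about 35% in either raw or pattern-adjusted values, limit read from the data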
KLK7 zymogen act – proKLK7 zymogen activators, primary screen, biochemical, fluorescence intensity; Kallikrein-7 (Homo sapiens), P49862; AID 652039, 2013; activation, % at 7 µM; hit rate 0.9% among 370,000; purified proKLK7, EDANS-DABCYL substrate fluorescence; 100% is mature enzyme control, 0% vehicle;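 active = activation above the mean of all tested compounds plus 3 SD, computed per campaign excluding outliers beyond control limits, cut at about 13% in these data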
Target sequence (P49862 whole entry, looked up): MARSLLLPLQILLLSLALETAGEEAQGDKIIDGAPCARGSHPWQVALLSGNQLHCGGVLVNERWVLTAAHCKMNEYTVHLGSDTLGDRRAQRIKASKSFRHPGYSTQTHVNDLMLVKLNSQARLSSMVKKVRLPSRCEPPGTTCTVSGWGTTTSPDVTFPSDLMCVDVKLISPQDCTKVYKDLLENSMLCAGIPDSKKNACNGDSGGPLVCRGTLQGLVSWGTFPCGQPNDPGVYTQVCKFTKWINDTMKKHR
GC-A act – GC-A stimulated cGMP production enhancers – HEK293 GC-A cells, cGMP TR-FRET, EC30 ANP, primary screen. Atrial natriuretic peptide receptor 1 (Homo sapiens), P16066. 0% at EC30 ANP, 100% saturating ANP. activation, % at 10 µM. hit rate 0.14% among 370,000; in the data active = activation above about 40%
ARFGAP1 inh – inhibitors of rat ARFGAP1 GAP activity, primary screen, biochemical, fluorescence polarization, GDP tracer; Arfgap1-stimulated ARF1 GTP hydrolysis, GDP FP detection; inhibition, % at 16.5 µM; hit rate 0.26% among 360,000; AID 651572, 2012;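 active = inhibition above a per-plate limit, mean inhibition of low control wells plus 3 SD, cut at about 25% in these data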;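 also: 0% = DMSO wells with enzyme and 100% = wells lacking Arfgap1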
Target sequence (Q62848 1-136 limits assumed): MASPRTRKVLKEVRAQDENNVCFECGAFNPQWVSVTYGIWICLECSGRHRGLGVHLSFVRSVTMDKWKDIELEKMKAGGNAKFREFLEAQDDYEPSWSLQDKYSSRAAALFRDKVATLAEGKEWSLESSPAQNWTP
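system = rat Arfgap1 catalytic domain, aa 1-136 | technique = FP, GDP Alexa 633 tracer displaced from anti-GDP antibody, 620/688 nm | compound = one concentration, 16.5 µM, DMSO 1.26% | medium = HEPES-based buffer, pH 7.5 | timing = compound-enzyme preincubation 20 min, reaction 120 min, detection 60 min, 25 °C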
GAA850 FXN act – FXN promoter activators, primary screen, cell-based, luciferase luminescence, HEK293 lucGAA850; HEK293 lucGAA850 FXN promoter luciferase reporter, 24 h; percent of 10 µM SAHA response; activation, % at 6 µM; hit rate 0.56% among 360,000;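 active = activation above the average of all compounds screened plus 3 SD, cutoff fixed separately per campaign, cut at about 7.5% in these data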;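 also: 0% = DMSO wells and 100% = 10 µM SAHA wells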
rCAG binder – binders of r(CAG) RNA repeats, primary screen, biochemical, fluorescence. inhibition, % at 3 µM. hit rate 1.3% among 370,000. r(CAG) RNA repeat, TO-PRO-1 dye displacement fluorescence. AID 651821, 2012;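 active = inhibition above the plate cutoff, the mean of all test compounds on that plate plus 3 SD, cut at about 35% in these data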;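 also: 0% = DMSO alone and 100% = 100 µM mitoxantrone as full dye displacement; higher means more dye released from RNA so lower well fluorescence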
HGIII-sPLA2 inh – human group III sPLA2 inhibitors, primary screen, biochemical, QFRET, BODIPY PC-A2 liposome substrate. Group 3 secretory phospholipase A2 (Homo sapiens), Q9NZ20. inhibition, % at 12.2 µM. hit rate 0.56% among 370,000. QFRET BODIPY PC-A2 liposome hydrolysis, fluorescence. AID 743126, 2013;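 active = inhibition above mean plus 3 SD of compounds lying within the high and low control bounds, cut at about 19% in these data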;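 also: 0% = median of test compound wells and 100% = no enzyme DMSO wells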
Tn6 DDE FP – inhibitors of Tn6 peptide binding to fibrin DD(E), primary screen, biochemical, fluorescence polarization, human fibrin, Tn6 probe; Fibrin DD(E) TRITC-Tn6 fluorescence polarization displacement; inhibition, % at 8.3 µM; hit rate 0.21% among 370,000;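 active = inhibition above a per-campaign cutoff: mean of compounds within control limits plus 3 SD, cut at about 15% in these data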;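 also: 0% = median of all compound wells on the plate and 100% = blocking peptide control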
Target sequence (P02675 whole entry, looked up): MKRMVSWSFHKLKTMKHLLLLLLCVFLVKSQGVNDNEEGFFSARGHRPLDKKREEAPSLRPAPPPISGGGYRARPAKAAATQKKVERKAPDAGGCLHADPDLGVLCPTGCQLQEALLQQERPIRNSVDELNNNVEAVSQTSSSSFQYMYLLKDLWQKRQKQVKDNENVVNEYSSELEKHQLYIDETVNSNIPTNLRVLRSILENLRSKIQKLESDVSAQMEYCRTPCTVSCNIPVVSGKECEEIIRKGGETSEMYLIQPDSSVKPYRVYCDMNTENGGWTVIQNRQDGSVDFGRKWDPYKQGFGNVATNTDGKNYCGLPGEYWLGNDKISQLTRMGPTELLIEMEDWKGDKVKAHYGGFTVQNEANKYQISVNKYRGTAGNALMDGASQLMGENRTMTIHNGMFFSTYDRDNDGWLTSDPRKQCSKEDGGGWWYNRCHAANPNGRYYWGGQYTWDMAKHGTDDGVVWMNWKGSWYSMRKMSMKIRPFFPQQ
ADAM10 inh – human ADAM10 inhibitors, primary screen, biochemical, QFRET, HTS. Disintegrin and metalloproteinase domain-containing protein 10 (Homo sapiens), O14672. recombinant ADAM10, EDANS/DABCYL FRET peptide cleavage, 3 h. inhibition, % at 7 µM. hit rate 0.62% among 370,000. AID 720582, 2013;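 active = inhibition above a per-campaign cutoff equal to the mean of compounds falling between control-based bounds plus 3 SD, cut at about 20% in these data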;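 also: 0% = DMSO wells while the 100% control is not disclosed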
Active calls of the source: *; i = inactive; . = not tested or not shown. The order is random; about 4.5% have a hit in one of these screens.

Sequence of screens: ASAP1 GAP inh | NPR2 activator | KLK7 zymogen act | GC-A act | ARFGAP1 inh | GAA850 FXN act | rCAG binder | HGIII-sPLA2 inh | Tn6 DDE FP | ADAM10 inh
CCS(CC)=NS(=O)(=O)c1ccc(NC(C)=O)cc1
 : 7 | . | 0.0 | . | 16 | 0.5 | 3 | 6 | -5 | 7
O=C1c2ccccc2NC(c2ccc(-c3cccs3)o2)N1O (stereo not given)
 : 2 | -2 | 19* | -2 | -15 | 4.8 | 8 | -13 | -4 | i
O=C(CCc1ccccc1)N=C1SC2CS(=O)(=O)CC2N1c1ccccc1F (stereo not given)
 : -10 | -2 | -0.2 | 0 | -7 | 1.8 | 0 | -7 | 6 | 9
Cc1cccc(NS(=O)(=O)c2ccc(C)c(C(=O)NCCCN3CCOCC3)c2)c1
 : 3 | -1 | -0.3 | 3 | -4 | 0.1 | 1 | 3 | -8 | -14
Cc1cccc(OCCC(=O)NCC(=O)Nc2c(C)cccc2C)c1
 : 14 | 1 | -0.5 | -1 | 4 | 1.9 | -2 | -1 | 0 | -6
O=C(COc1ccccc1)NC1CCSC1=O (stereo not given)
 : 0 | 4 | 0.1 | 1 | 3 | 1.6 | 2 | -2 | 0 | -1
Cc1ccc(NC(=O)CN2CCOCC2)cc1C
 : 0 | 6 | -0.2 | -2 | -4 | -0.1 | -1 | -2 | 3 | -4
CC(=O)Nc1ccc(C(=O)N2CCCC(c3cc(C(=O)NCc4ccccc4)no3)C2)cc1 (stereo not given)
 : -4 | -2 | -0.1 | 2 | -10 | -1.2 | 0 | 3 | 2 | -4
CC(C)n1c(CN(C)Cc2ccccc2)nc2c1c(=O)n(C)c(=O)n2C
 : -3 | 3 | -0.5 | 5 | -2 | . | -8 | 1 | -4 | -3
FC(F)(F)c1cc(-c2ccco2)nc(N2CCOCC2)n1
 : -3 | -1 | 0.0 | -2 | -9 | 1.5 | -4 | 1 | -8 | -8
COC(=O)c1cn(S(=O)(=O)c2ccccc2)c2ccccc12
 : -10 | -3 | 0.2 | -11 | -10 | 4.2 | -5 | -2 | -8 | 8
CCc1ccc(N(CC(=O)Nc2ccc(NC(C)=O)cc2)S(=O)(=O)c2ccccc2)cc1
 : -5 | 3 | 0.3 | 3 | 8 | 0.2 | 5 | -1 | 3 | 0
COc1ccc(N2C(=O)/C(=C\c3ccco3)N=C2SCC(N)=O)cc1Cl
 : -1 | 16 | 0.5 | 22 | 5 | 1.5 | 13 | -6 | -6 | 1
COC(=O)c1ccc(C)c(NC(=O)CCNC(=O)c2ccc([N+](=O)[O-])cc2)c1
 : -3 | 3 | 0.5 | -3 | 3 | -0.1 | 3 | -5 | -1 | 6
COc1ccc(NC(=O)CSc2nc3ccsc3c(=O)n2CCCCCC(=O)O)cc1
 : 3 | -4 | 0.0 | -4 | -10 | 2.3 | 9 | 1 | -1 | 2
Cc1ccc(C)c(NC(=S)NCCSc2ccc(Cl)cc2)c1
 : -16 | 0 | 0.9 | 0 | -9 | 0.4 | 4 | 9 | 4 | 11
Cn1cccc1C(=O)NC(=O)COC(=O)C12CC3CC(CC(O)(C3)C1)C2
 : 2 | 3 | -0.2 | 1 | 15 | -3.0 | -5 | 0 | 1 | -10
O=C(Cn1c2c(sc1=O)C1c3ccccc3OCC1CS2)Nc1ccc(Cl)c(Cl)c1 (stereo not given)
 : 9 | -1 | -0.1 | 2 | 5 | 0.4 | 10 | -4 | -1 | 5
Cc1c(Cc2ccccc2)c(=O)oc2cc(OCC(=O)NC(Cc3ccc(Cl)cc3)C(=O)O)ccc12 (stereo not given)
 : 4 | 1 | -1.0 | 3 | -3 | 0.2 | 52* | -53 | -2 | i
c1ccc(CN2CCC(Nc3ncnc4sccc34)CC2)cc1
 : -8 | 2 | -0.3 | -2 | -2 | -0.8 | -1 | 0 | -5 | 1
CN(CC(=O)O)S(=O)(=O)c1ccc2c(c1)n(C)c(=O)c(=O)n2C
 : 14 | 0 | 0.3 | 3 | 6 | 0.5 | 0 | 4 | -3 | -12
O=C(CSc1nnc(-c2ccco2)n1Cc1ccco1)NCc1ccccc1
 : 19 | 2 | 0.1 | -4 | 5 | 0.1 | -1 | 4 | -7 | 5
O=C(OC(C(=O)NCc1cccs1)c1ccccn1)c1cccs1 (stereo not given)
 : 3 | 4 | 0.5 | 5 | -4 | 2.7 | -1 | 2 | -9 | -6
COc1ccc(NC(=O)OC(C)C)cc1
 : 1 | 3 | -0.4 | -3 | 13 | 4.1 | 1 | -1 | -1 | 0
Cc1c(Cl)c([N+](=O)[O-])nn1CC(=O)NC(C)C1CC2CCC1C2 (stereo not given)
 : 1 | -4 | 0.1 | -1 | 19 | 3.1 | 3 | -8 | 9 | 6
COc1ccc(C(=O)C2CCCN(C(=O)c3csc(C(C)=O)c3)C2)c(C)c1 (stereo not given)
 : -12 | 0 | 0.4 | -7 | -9 | 1.3 | -4 | 0 | 6 | 1
CC(=O)Nc1ccc(S(=O)(=O)Oc2ccc(C(=S)N3CCCCC3)cc2)cc1
 : 19 | -5 | -0.3 | -1 | 6 | -1.5 | 3 | -3 | 2 | 9
C[C@H](CO)N1C[C@H](C)[C@@H](CN(C)Cc2ccc(O)cc2)OCc2cnnn2CCCC1=O
 : 4 | -5 | 0.1 | 2 | -1 | -1.0 | 0 | 4 | 2 | 1
CCOc1ccc(NS(=O)(=O)c2cc(C(=O)N3CCN(c4ccccc4O)CC3)ccc2Cl)cc1
 : 0 | 4 | 0.5 | -3 | -2 | -1.7 | 6 | -22 | -1 | 4
O=C(c1ccc(S(=O)(=O)N2CCCCCC2)cc1)N1CCN(c2ccccn2)CC1
 : 11 | 4 | 0.3 | 1 | -1 | -3.4 | -7 | 2 | 0 | 7

Three records drawn at random from those above, as already listed:
Sequence of screens: ASAP1 GAP inh | NPR2 activator | KLK7 zymogen act | GC-A act | ARFGAP1 inh | GAA850 FXN act | rCAG binder | HGIII-sPLA2 inh | Tn6 DDE FP | ADAM10 inh
CN(CC(=O)O)S(=O)(=O)c1ccc2c(c1)n(C)c(=O)c(=O)n2C
 : 14 | 0 | 0.3 | 3 | 6 | 0.5 | 0 | 4 | -3 | -12
C[C@H](CO)N1C[C@H](C)[C@@H](CN(C)Cc2ccc(O)cc2)OCc2cnnn2CCCC1=O
 : 4 | -5 | 0.1 | 2 | -1 | -1.0 | 0 | 4 | 2 | 1
Cn1cccc1C(=O)NC(=O)COC(=O)C12CC3CC(CC(O)(C3)C1)C2
 : 2 | 3 | -0.2 | 1 | 15 | -3.0 | -5 | 0 | 1 | -10

Remaining list, next part:
Sequence of screens: ASAP1 GAP inh | NPR2 activator | KLK7 zymogen act | GC-A act | ARFGAP1 inh | GAA850 FXN act | rCAG binder | HGIII-sPLA2 inh | Tn6 DDE FP | ADAM10 inh
O=C(CN1CCCCC1)N1CCN(c2ccccc2)CC1
 : -7 | 0 | 0.5 | 5 | -6 | -1.4 | 3 | 1 | -5 | 1
O=c1ccn([C@@H]2O[C@H](CNCc3cccn3-c3ccncc3)[C@@H](O)[C@H]2O)c(=O)[nH]1
 : -2 | 6 | -0.1 | 3 | -6 | . | 1 | 4 | 6 | -15
COc1ccccc1CCC(=O)OCc1csc(CC(=O)Nc2ccccc2C)n1
 : -4 | 9 | -0.1 | 2 | 9 | 2.4 | -3 | -53 | -5 | 3
CCOC(=O)C1=C(C(=O)OCC)C2N(Cc3ccc(C#N)cc3)c3ccccc3[C@@]23C[C@@H](C(=O)OC)N(S(=O)(=O)c2ccc(C)cc2)C3=N1 (stereo not given in full)
 : -9 | 12 | -0.6 | 2 | 1 | . | 16 | 13 | 2 | 18
Cc1ccc([C@H]2C[C@@H](n3cc(-c4ccc(F)cc4)nn3)[C@H](O)CN2CC2CCCCC2)cc1
 : 10 | -10 | 0.8 | -4 | -3 | 0.6 | 4 | 6 | -10 | -13
Cc1cc(C)c(C#N)c(N2CCN(c3ccccc3)CC2)n1
 : 4 | -3 | -0.2 | -1 | -10 | -0.5 | -6 | 5 | 0 | -6
CCN(CC(=O)Nc1ccccc1C(F)(F)F)C(=O)c1ccccc1OCc1ccc(F)cc1
 : 0 | 1 | -0.7 | -5 | 0 | -3.0 | -10 | -1 | 1 | -8
CCO[C@H]1OC(C(N)=O)=C[C@@H](c2coc3ccccc3c2=O)[C@@H]1CCCO
 : 5 | 2 | 0.3 | 0 | -3 | 0.1 | -4 | 1 | -3 | 1
Cc1cc2ncn(S(=O)(=O)N3CCOCC3)c2cc1C
 : -4 | 0 | 0.2 | -1 | 11 | -2.0 | 1 | 0 | 5 | 10
COC(=O)CNC(=O)c1cn(-c2ccc(C)c(C)c2)c(=O)c2ccccc12
 : 3 | 6 | -0.2 | 5 | 0 | -0.8 | -4 | 2 | -4 | -4
COc1cccc(CNC(=O)c2ccccc2NC(=O)C2=C(C)OCCS2)c1OC
 : 6 | 2 | -0.5 | -2 | -3 | -1.5 | -3 | -4 | 13 | 2
O=C(NC1CCN(c2ncccn2)CC1)c1ccccc1Cl
 : -11 | 1 | -0.8 | 2 | 7 | -1.3 | 1 | 13 | -7 | -40
CS(=O)(=O)NCCSCc1ccco1
 : 9 | . | -0.3 | . | 2 | -0.2 | 9 | -5 | -4 | -4
CCn1c(SCC(=O)NCc2ccccc2)nnc1-c1cccnc1
 : 1 | 0 | -0.2 | 1 | -5 | -1.1 | 2 | 7 | 9 | -10
CCCCC(=O)NCc1ccc2c(c1)cc(C)n2C
 : -4 | 2 | -0.1 | 3 | 15 | 2.2 | 0 | 3 | 12 | -21
COc1ccccc1N1CCN(C(=O)C2CCN(S(=O)(=O)c3ccc(F)cc3)CC2)CC1
 : -10 | -1 | 0.8 | -3 | 16 | -2.9 | -8 | -8 | 8 | 5
CC(C)C(=O)N=c1sc2cc(F)cc(F)c2n1C
 : 9 | 6 | -0.3 | 3 | 9 | 3.1 | -1 | 15 | -1 | 2
CSc1ccc(CN(C)CC(=O)Nc2ccc(C)cc2Br)cc1
 : 7 | 2 | 0.3 | 0 | 6 | 2.4 | -5 | 7 | -12 | 2
CN1CCN(S(=O)(=O)c2ccc(Cl)c3ccccc23)CC1
 : 2 | 6 | 0.7 | 5 | 2 | 0.6 | -7 | 4 | 1 | -1
Cc1cccc(C)c1NC(=O)C(c1ccccc1)n1c(-c2ccccc2)nc2ccccc21 (stereo not given)
 : 5 | -12 | 0.4 | -19 | 6 | . | 5 | 6 | 13 | 2
CC1CN(S(=O)(=O)c2ccc(F)cc2)CN1C(=O)N1CCOCC1 (stereo not given)
 : -13 | 2 | -0.4 | -3 | -8 | 0.3 | 3 | 8 | 3 | 15
